Assay outcomes as filed in PubChem.
AP complement: orthogonal test for alternative complement pathway inhibitors; Human serum alternative complement pathway, LPS-coated ELISA, C3 deposition; tested in compound mixtures; 62,000 compounds, 0.08% hits; AID 1235; inhibition, % at 5 µM;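 active = inhibition above 30% in each of the two pooled mixtures holding the compound, so the lower value exceeds 30%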;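 also: 0% = serum in Mg-EGTA without compound and 100% = EDTA serum blank; some compounds past the cut are filed as inactive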
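Assay system: human serum alternative complement pathway, C3 deposition on LPS-coated wells; Dosing: 5 µM per compound in ten-compound mixtures; Detection: Anti-C3 ELISA, OD 450 nm; Buffer or medium: Mg2+-EGTA GVB++ buffer containing human serum at 1:15 dilution; Timing: 1 h at 37 °C; Replication: two different pools per compound.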
Hsp90 inh: displaces geldanamycin probe from tumor Hsp90. P07900. NCI-N417 lysate Hsp90, Cy3B-geldanamycin FP displacement. inhibition, % at 30 µM. 64,000 compounds, 0.35% hits. AID 429;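 active = inhibition above 50%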;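 also: 0% = tracer plus lysate wells and 100% = tracer alone without lysate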
DUSP1 inh: blocks human MKP-1 phosphatase activity; P28562; recombinant MKP-1, OMFP hydrolysis fluorescence; inhibition, %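 (compounds tested at a single concentration somewhere between 10 and 100 µM)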; 65,000 compounds, 0.15% hits; AID 374;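 active = inhibition above about 50%, limit read from the data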;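 also: 0% = DMSO max control wells and 100% = wells with enzyme stopped by NaOH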
Ec RNAP inh: inhibitors of Escherichia coli RNA polymerase. P0A8V2. E. coli RNA polymerase, fluorescence transcription assay. inhibition, %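 (tested at 10 µM)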. 62,000 compounds, 0.2% hits. AID 559; in the data active = inhibition above about 20%;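 also: 0% = enzyme without compound and 100% = no enzyme blank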
CatB block: blocks human cathepsin B protease activity; P07858; purified cathepsin B, fluorogenic substrate, fluorescence; inhibition, %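 (tested at 10 µM)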; 63,000 compounds, 0.1% hits; AID 453; in the data active = inhibition above about 21%;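 also: 0% = enzyme with no compound and 100% = no enzyme blank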
CatB mixtures: inhibitors of human cathepsin B in compound mixtures; 62,000 compounds, 0.06% hits; P07858; Purified cathepsin B, AMC dipeptide fluorescence; inhibition, %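 (ten-compound pools at 5 µM per compound and 50 µM total)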; in the data active = inhibition above about 22%, passing the limit was not always enough;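 also: 0% = enzyme without compound and 100% = no enzyme blank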
tolC growth inh: E. coli tolC mutant growth inhibition | AID 573 | growth inhibition, % at 10 µM (by protocol) | E. coli BW25113 tolC mutant growth, OD615 | 65,000 compounds, 2.2% hits;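 active = growth inhibition at or above a cutoff equal to the mean over every tested compound plus 3 SD, cut at about 60% in these data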;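 also: growth measured after 20 h incubation at 37 °C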
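Test system: tolC-deleted E. coli BW25113; medium: LB with kanamycin 50 µg/mL; compound: single-point testing at 10 µM; incubation: 20 h compound exposure of bacteria at 37 °C; signal: OD at 615 nm; evaluation: growth inhibition in percent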
D1 allo mod: allosterically modulates the human D1 dopamine receptor; P21728; HEK293 D1, CRE-luciferase, dopamine EC30 potentiation; actives deviate in either direction; B-score at 10 µM; 58,000 compounds, 5.9% hits; AID 641;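 active = luminescence count or its row- and column-corrected plate score outside the 99.7% band of the plate's sample wells, on either side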
Target sequence (P21728 whole entry, looked up): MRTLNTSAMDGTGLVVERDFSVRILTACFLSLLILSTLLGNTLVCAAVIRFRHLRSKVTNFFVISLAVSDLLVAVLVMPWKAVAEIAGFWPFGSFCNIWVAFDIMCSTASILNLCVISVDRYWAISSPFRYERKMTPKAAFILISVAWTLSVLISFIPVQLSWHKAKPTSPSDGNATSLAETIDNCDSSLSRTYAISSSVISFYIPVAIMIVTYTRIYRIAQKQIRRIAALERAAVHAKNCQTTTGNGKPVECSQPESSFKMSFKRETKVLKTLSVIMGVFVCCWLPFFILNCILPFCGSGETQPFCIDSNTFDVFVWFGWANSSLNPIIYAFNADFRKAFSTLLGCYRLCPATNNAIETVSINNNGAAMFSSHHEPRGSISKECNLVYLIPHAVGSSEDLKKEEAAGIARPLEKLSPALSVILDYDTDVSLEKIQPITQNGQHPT
Cdc25B block: human M-phase inducer phosphatase 2 inhibition; P30305; recombinant Cdc25B, OMFP fluorescence Ex485/Em525; inhibition, %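 (compounds tested at 10 µM final in the well)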; 65,000 compounds, 0.1% hits; in the data active = inhibition above about 50%
Target sequence (P30305 whole entry, looked up): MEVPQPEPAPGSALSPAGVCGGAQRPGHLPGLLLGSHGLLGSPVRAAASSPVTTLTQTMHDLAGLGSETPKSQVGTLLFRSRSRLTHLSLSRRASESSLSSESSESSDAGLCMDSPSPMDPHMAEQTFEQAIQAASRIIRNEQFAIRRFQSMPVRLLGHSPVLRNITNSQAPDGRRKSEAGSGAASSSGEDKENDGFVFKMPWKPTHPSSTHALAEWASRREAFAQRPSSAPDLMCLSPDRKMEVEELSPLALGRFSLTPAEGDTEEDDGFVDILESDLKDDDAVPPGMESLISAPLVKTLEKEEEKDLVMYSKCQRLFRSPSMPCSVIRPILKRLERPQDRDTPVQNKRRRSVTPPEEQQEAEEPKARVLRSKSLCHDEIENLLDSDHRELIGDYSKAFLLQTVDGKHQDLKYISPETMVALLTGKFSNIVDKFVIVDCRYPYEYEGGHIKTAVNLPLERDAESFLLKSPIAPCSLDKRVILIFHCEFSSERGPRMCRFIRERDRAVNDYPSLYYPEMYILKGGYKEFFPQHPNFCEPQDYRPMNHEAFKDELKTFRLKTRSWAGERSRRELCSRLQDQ
Active calls of the source: *; . = no result given. An unsorted share of the library (roughly 7.6% active in at least one column).

Structure,CatB block,Hsp90 inh,D1 allo mod,Ec RNAP inh,Cdc25B block,CatB mixtures,tolC growth inh,AP complement,DUSP1 inh
Cc1cc(=O)[nH]c(SCC(=O)Nc2ccc(S(=O)(=O)N3CCCCC3)cc2)n1,0,-5,-0.41,9,-1,3,10,6,2
CN(CCCC(=O)Nc1nccs1)S(=O)(=O)c1ccc(Cl)cc1,-4,-2,0.49,5,-3,4,0,24,-3
C=CCNC(=O)c1ccc(Cl)cc1Cl,0,0,0.45,11,-17,10,-15,7,-3
CCC(C)NC(=O)CSc1nc2ccccc2c(=O)n1CCCC(=O)NCC1CCCO1 (stereo not drawn),5,1,-0.29,3,-17,5,1,8,2
CSc1nc(N2CCOCC2)c2c3c(sc2n1)CCC3,2,-21,8.5*,5,6,0,16,0,17
CN1CCN(C(=O)c2ccccc2-c2ccccc2C(=O)O)CC1,4,2,0.47,6,14,3,-10,8,-1
Cc1cc(-c2nnc3sc(-c4ccc(Cl)cc4Cl)nn23)n[nH]1,5,-8,-0.037,5,7,-3,0,8,-6
COCc1nnc(SCC(=O)NC(C)c2ccccc2)n1-c1ccccc1 (stereo not drawn),-6,-1,.,6,-3,-9,-6,8,-3
CCCCSCc1[nH]c(=O)[nH]c1C(=O)CCCCC(=O)OCC,-2,-3,-0.34,6,0,-2,1,11,11
CC(C)CCn1c(CN2CCN(C(=O)c3ccco3)CC2)nc2c1c(=O)n(C)c(=O)n2C,3,-3,1.2,11,-2,-2,-6,6,35
CCOC(=O)C1CCN(C(=O)NC23CC4CC(CC(C4)C2)C3)CC1,2,-3,-0.03,2,-11,-1,5,0,4
O=C(O)c1ccccc1NCN1C(=O)C2CC=C(Cl)CC2C1=O (stereo not drawn),1,0,0.042,6,6,11,-22,12,2
Cc1ccc(N2CC(C(=O)Nc3nnc(C)s3)CC2=O)cc1 (stereo not drawn),5,-2,-0.6,8,-7,7,-5,12,13
Cc1ccc(N2C(=O)c3n[nH]c(C)c3C2c2cccnc2)cc1 (stereo not drawn),0,-5,0.52,1,3,6,.,26,14
CC1(C)Cc2cccc(OCC(=O)Nc3ccccc3N3CCOCC3)c2O1,10,-1,-0.94,3,-17,8,9,14,8
C/C(Cl)=C\Cn1c(Nc2ccccc2)nc2c1c(=O)n(C)c(=O)n2C,-2,2,14*,-4,1,-6,-23,20,30
COCCN(Cc1cc2cccc(C)c2n2nnnc12)C(=O)C(F)(F)F,2,-2,1.5,7,-10,2,0,3,2
Cn1c(=O)c(C(=O)Nc2ncccn2)c(O)c2ccccc21,3,-4,.,9,-7,3,9,7,1
CCN(CCN(C)C)C(=O)Cn1ncc2c1-c1cc(C)ccc1OC2,1,-3,-0.12,8,-5,8,-23,24,12
CCOC(=O)c1cc(S(=O)(=O)NC2CCN(C(=O)OCC)CC2)cn1C,1,-7,0.75,1,11,1,-9,8,8
Cc1ccc(O)c(Sc2cc(C)ccc2O)c1,2,5,0.27,9,-6,3,40,9,13
COc1ccccc1N1CCN(C(=O)CCCC2=NS(=O)(=O)c3ccccc3N2)CC1,3,-1,-0.64,2,-20,1,-2,6,-2
COc1cc(-c2nc3cnccn3c2Nc2ccc3c(c2)OCCO3)ccc1O,-1,.,-0.93,0,5,1,19,12,9
COc1ccccc1-c1nc(-c2cccc(C)c2)no1,6,-6,-2,3,-35,3,9,11,-12
Cc1ccc(/C(O)=C2\C(=O)C(=O)N(CC(C)O)C2c2cccc(F)c2)cc1 (stereo not drawn),5,1,.,8,16,2,21,-13,-1
N#Cc1c(C(F)(F)F)cc(-c2ccco2)nc1SCc1ccncc1,-1,-5,-0.47,2,-7,-2,39,21,26
OCCN(CC(O)Cn1ccc2ccccc21)CC(O)Cn1ccc2ccccc21 (stereo not drawn),-1,0,0.53,2,-9,6,9,9,28
O=C(Cn1nc(C(F)(F)F)c2c1CCC2)N1CCN(c2ccccc2)CC1,9,-2,-0.41,2,-6,5,21,-13,14
COc1ccc(-c2nc(CS(=O)CC(=O)NCCCN3CCCC3)c(C)o2)cc1OC (stereo not drawn),-2,-1,0.74,4,-10,1,-4,14,24
Clc1ccc(Nc2nc(-c3cccs3)cs2)nc1,1,-14,1.1,4,1,3,81*,20,15
CCn1cc(C(=O)NCCCOC)c(=O)c2cc(S(=O)(=O)N(C)C3CCCCC3)ccc21,0,-6,2.8,3,-9,3,7,12,14
Cc1nc(SC(C)C)[nH]c(=O)c1Cc1ccccc1,4,-2,0.35,15,-4,2,0,7,0
COc1ccc(C(=O)CSc2ncn[nH]2)cc1OC,-5,2,18*,1,-1,-4,-17,7,2
COc1ccc(C2N(c3cc(Cl)ccc3OC)C(=O)C3CCCN32)c(OC)c1 (stereo not drawn),-2,1,0.85,-2,-16,-15,-2,2,7
CC(C)Cc1nc(SCC(=O)NCc2ccccc2)n[nH]1,-1,2,0.61,5,-18,4,-5,14,-9
COc1ccc(-c2ccc(=O)n(CC(=O)Nc3cccc(O)c3)n2)cc1OC,5,5,29*,6,-6,6,22,3,-2
O=C(Sc1nnnn1C1CCCCC1)c1cccs1,-1,2,0.35,-4,-14,-8,-3,4,-3
O=C(OCCN1C(=O)c2ccccc2C1=O)c1cccc(OC(F)F)c1,-2,0,-0.84,5,0,-4,12,5,26
Cc1cccc(C(CC(=O)N2CCCC2)c2ccccc2)c1O (stereo not drawn),8,2,.,5,-25,3,-1,-9,-12
COCCn1nnnc1CN1CCOCC1,-6,-1,0.6,2,-3,3,-8,23,-9
OCCNCC(O)Cn1ccc2ccccc21 (stereo not drawn),2,-4,1,4,-5,7,-17,2,8
CN(C)c1ccc(CN2CCCC(O)C2)cc1 (stereo not drawn),-3,-1,-4.1,1,-9,5,-21,-7,1
CCOC(=O)N1CC=C2C(C#N)=C(N)C(C#N)(C#N)[C@H](c3cccs3)[C@H]2C1,1,-2,-0.8,2,-15,.,13,.,-16
CCOCCCNC(=O)C(c1ccc(OC)cc1)N(Cc1ccc2c(c1)OCO2)C(=O)CNC(C)=O (stereo not drawn),4,.,-0.76,8,.,3,-10,4,.
CCOC(=O)C1CCCN(C(=O)c2cc(Nc3ccc(OC)c(OC)c3)nc3ccccc23)C1 (stereo not drawn),-3,3,4*,-1,5,2,31,6,30
Cc1ccc2oc(=O)c3cnn(CC(=O)N4CCCCC4C)c3c2c1 (stereo not drawn),-1,-3,-0.58,8,0,-7,-11,11,-5
Cc1cc(=O)n2nc(N3CCCC(C(=O)NCCc4ccccc4)C3)sc2n1 (stereo not drawn),9,0,-0.15,4,-4,-7,-10,18,-11
O=C(CCC(=O)N1CCCC1)Nc1nnc(C(F)(F)F)s1,2,-1,.,-6,-11,0,-2,5,-13

Exported as labelled records: two of the compounds above.
OCCNCC(O)Cn1ccc2ccccc21 (stereo not drawn)
  CatB block = 2
  Hsp90 inh = -4
  D1 allo mod = 1
  Ec RNAP inh = 4
  Cdc25B block = -5
  CatB mixtures = 7
  tolC growth inh = -17
  AP complement = 2
  DUSP1 inh = 8

CN(C)c1ccc(CN2CCCC(O)C2)cc1 (stereo not drawn)
  CatB block = -3
  Hsp90 inh = -1
  D1 allo mod = -4.1
  Ec RNAP inh = 1
  Cdc25B block = -9
  CatB mixtures = 5
  tolC growth inh = -21
  AP complement = -7
  DUSP1 inh = 1

(cont.)
Structure,CatB block,Hsp90 inh,D1 allo mod,Ec RNAP inh,Cdc25B block,CatB mixtures,tolC growth inh,AP complement,DUSP1 inh
CCOC(=O)N1CCN(C(=O)CSc2nc3c(cnn3-c3ccc(C)cc3)c(=O)[nH]2)CC1,-1,-3,.,7,-3,-6,12,1,18
O=c1c2ccccc2nnn1Cc1ccccn1,2,-4,0.021,0,22,4,-18,21,2
CC(=O)N1CCN(CCN=CC2=C(O)CC(c3ccc(Cl)cc3)CC2=O)CC1 (stereo not drawn),2,-3,0.042,3,1,44,9,6,13
CSc1nc(-c2ccco2)nn1C(=O)c1cccs1,1,-3,.,-1,-9,-1,-1,1,4
CCOC(=O)CC(=O)CSc1nc2c(cc1C#N)CCCCC2,2,-6,-0.84,-6,-17,.,12,.,-15
CCc1ccc(CC)c(S(=O)(=O)Nc2ccc(O)c(C(=O)O)c2)c1,15,3,0.37,6,-27,-2,9,7,22
COc1nnc(-c2ccc(N3CCOCC3)c(NC(=O)c3ccco3)c2)c2ccccc12,0,-7,3,-2,-14,0,59,-11,18
COc1cccc(NC(=O)c2cccnc2)c1,5,-1,-0.096,11,-6,5,-12,5,0
O=c1c2[nH]c3ccc(F)cc3c2ncn1CCCn1ccnc1,1,-2,0.049,6,8,4,43,9,-3
CCCCn1c(CN2CCN(C(=O)c3ccco3)CC2)nc2c1c(=O)n(C)c(=O)n2C,-3,-4,0.39,11,-9,-2,-3,8,2
COC(=O)c1cccc(S(=O)(=O)N2CCC(n3nnc4cc(F)ccc43)CC2)c1,2,-5,1,6,9,-3,7,-2,4
O=C(NC(Cc1ccc(F)cc1)C(=O)O)c1ccccc1 (stereo not drawn),6,3,-0.022,6,-5,5,2,12,7
O=C(Nc1ccncc1)Nc1ccccn1,3,4,.,9,-9,-6,-2,-3,3

Of the compounds above, these have a Cl atom.
Structure,CatB block,Hsp90 inh,D1 allo mod,Ec RNAP inh,Cdc25B block,CatB mixtures,tolC growth inh,AP complement,DUSP1 inh
CN(CCCC(=O)Nc1nccs1)S(=O)(=O)c1ccc(Cl)cc1,-4,-2,0.49,5,-3,4,0,24,-3
C=CCNC(=O)c1ccc(Cl)cc1Cl,0,0,0.45,11,-17,10,-15,7,-3
Cc1cc(-c2nnc3sc(-c4ccc(Cl)cc4Cl)nn23)n[nH]1,5,-8,-0.037,5,7,-3,0,8,-6
O=C(O)c1ccccc1NCN1C(=O)C2CC=C(Cl)CC2C1=O (stereo not drawn),1,0,0.042,6,6,11,-22,12,2
C/C(Cl)=C\Cn1c(Nc2ccccc2)nc2c1c(=O)n(C)c(=O)n2C,-2,2,14*,-4,1,-6,-23,20,30
Clc1ccc(Nc2nc(-c3cccs3)cs2)nc1,1,-14,1.1,4,1,3,81*,20,15
COc1ccc(C2N(c3cc(Cl)ccc3OC)C(=O)C3CCCN32)c(OC)c1 (stereo not drawn),-2,1,0.85,-2,-16,-15,-2,2,7
CC(=O)N1CCN(CCN=CC2=C(O)CC(c3ccc(Cl)cc3)CC2=O)CC1 (stereo not drawn),2,-3,0.042,3,1,44,9,6,13
